Tcruzi prolif: blocks T. cruzi growth in NIH3T3 culture; T. cruzi beta-gal in NIH3T3, GalScreen luminescence, 90 h; hit rate 5.9% among 77,000; inhibition, % at 8.34 µM;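 active = mean inhibition above about 93%, with at least 55% of replicates each passing it, limit read from the data, passing the limit was not always enough; inconclusive = only one of those two conditions holds; inactive = neither condition holds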
Pf Dd2 inh: inhibitors of Plasmodium falciparum Dd2 growth. hit rate 2.3% among 94,000. P. falciparum Dd2 growth, SYBR Green, 72 h; hits give low values. AID 1159554. activity change, % at 10 µM; in the data active = activity change below about -80%; inconclusive = no clear call, values can overlap the other calls
C diff growth: C. difficile growth inhibition | Clostridium difficile clinical isolate growth, OD600, 24 h; hits give low values | growth activity, negative = inhibition, % at 16 µg/mL (by protocol) | hit rate 0.25% among 86,000 | AID 1259249;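 active = mean growth activity at or below -80% and every replicate also at or below -80%; inconclusive = mean at or below -80% but some replicate above -80%; inactive = mean growth activity above -80%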;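 note: 0% = DMSO wells and -100% = levofloxacin 16 µg/mL wells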
GASC1 inh: inhibitors of human demethylase GASC-1 KDM4C. hit rate 0.15% among 96,000. Q9H3R0. inhibition, % at 12.5 µM. GST-KDM4C 2-372, H3K9me3 peptide, LANCE TR-FRET;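 active = mean replicate inhibition above about 25%, with at least 55% of replicates also reaching it, limit read from the data, passing the limit was not always enough; inconclusive = only one of those two conditions met; inactive = neither condition met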
Target sequence (Q9H3R0 2-372 limits assumed): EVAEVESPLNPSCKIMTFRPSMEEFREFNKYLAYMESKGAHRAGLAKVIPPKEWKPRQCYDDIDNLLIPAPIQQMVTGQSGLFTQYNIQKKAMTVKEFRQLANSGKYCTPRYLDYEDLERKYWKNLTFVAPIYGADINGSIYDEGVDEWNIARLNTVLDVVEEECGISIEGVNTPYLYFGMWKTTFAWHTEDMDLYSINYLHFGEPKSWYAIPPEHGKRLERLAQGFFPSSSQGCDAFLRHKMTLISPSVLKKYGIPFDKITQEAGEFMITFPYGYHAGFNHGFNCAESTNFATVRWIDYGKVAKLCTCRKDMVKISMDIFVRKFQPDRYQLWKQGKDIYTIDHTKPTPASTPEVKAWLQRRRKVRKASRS
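System – N-terminal GST-fused human GASC-1 (KDM4C) fragment, residues 2-372 · Input – enzyme final amount 10 nM · Technique – LANCE TR-FRET, Eu antibody, ULight-streptavidin, EDTA, ex 340 nm, em 618/671 nm · Medium – HEPES buffer, pH 7.5, plus ascorbate · Incubation – enzyme reaction 30 min, then detection 60 min, both room temperature · Reagent – H3K9me3 peptide with Fe(II)/2OG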
Active calls of the source: *; u = inconclusive; x = not tested or not shown; & = joins results of further samples.

Value order – Tcruzi prolif, Pf Dd2 inh, C diff growth, GASC1 inh
CCC(=O)N1[C@H](CN(C)C(C)=O)[C@H](c2ccc(-c3cccc(F)c3)cc2)[C@@H]1CO
  -27, -3, -8, -0.3
COc1ccc(CN(C)C[C@H]2Oc3ccc(NS(=O)(=O)c4ccccc4)cc3CC(=O)N([C@@H](C)CO)C[C@H]2C)cc1
  17, 10, -9, -0.5
C[C@@H]1CN([C@H](C)CO)C(=O)CCCn2nncc2CO[C@H]1CN(C)C(=O)Cc1ccccc1
  -5&-41, 4&-17, -1&-1, -0.3
C[C@@H]1CCCCO[C@@H](CN(C)C(=O)c2ccccc2)[C@@H](C)CN([C@H](C)CO)C(=O)c2cc(NC(=O)Nc3ccc4c(c3)OCO4)ccc2O1
  18, 22, 14, -0.4
COc1ccccc1S(=O)(=O)N(C)C[C@@H]1Oc2ncc(-c3ccc(C)cc3)cc2C(=O)N([C@H](C)CO)C[C@@H]1C
  61, -47, 0, x
CC=Cc1ccc2n(c1=O)C[C@H]1[C@H](CO)[C@@H](C(=O)NCC3CC3)N(CCC)[C@@H]21 (mixture of isomers)
  x, 17, -4, 7.2
C[C@@H]1CN([C@H](C)CO)C(=O)c2cccc(NS(=O)(=O)c3cn(C)cn3)c2O[C@@H]1CN(C)Cc1ccc(Oc2ccccc2)cc1
  -12, -4, x, 1.6
COc1ccc(NC(=O)Nc2ccc3c(c2)C(=O)N([C@@H](C)CO)C[C@@H](C)[C@@H](CN(C)C(=O)NC2CCCCC2)OCCCC[C@@H](C)O3)cc1
  82, 0, 5, -6.2
O=C(C[C@H]1CC[C@H]2[C@@H](COC[C@H](O)CN2C(=O)c2ccc(F)cc2)O1)N1CCOCC1
  15, 1, x, 1.3
CO[C@H]1CN(C)C(=O)c2cc(NC(=O)C3CCOCC3)ccc2OC[C@H](C)NC[C@H]1C
  17, 1, x, -0.9
Cc1cccc(-c2ccc([C@H]3[C@@H](CO)N4C(=O)CN(C(=O)NC5CCCCC5)C[C@@H]34)cc2)c1
  x, -21, -4, -0.4
N#C[C@H]1[C@@H](c2ccc(C#Cc3ccc(F)cc3)cc2)[C@H](CO)N1C(=O)Nc1ccc(F)cc1
  88, -31, 3, -1.4
Cc1cc(C(=O)Nc2cccc3c2O[C@H](CN(C)C)[C@@H](C)CN([C@H](C)CO)C3=O)n(C)n1
  13, 15, -2, -0.1
CCN1[C@H](C(=O)NCc2ccccc2)[C@@H](CO)[C@@H]2Cn3c(ccc(-c4ccncc4)c3=O)[C@@H]21
  15, 9, -3, 0.5
COCC(=O)N1C[C@@H](C)[C@H](OC)CN(C)C(=O)c2cc(NC(=O)c3ccc(-c4ccccc4)cc3)ccc2OC[C@H]1C
  48, -61, x, -1.1

Value order – Tcruzi prolif, Pf Dd2 inh, C diff growth, GASC1 inh
CCCNC(=O)N1[C@H](CO)[C@H](c2ccc(C3=CCCC3)cc2)[C@@H]1CNC(=O)CC
  14, -49, -2, 0.9
C[C@H]1CN([C@@H](C)CO)C(=O)Cc2cc(NS(C)(=O)=O)ccc2O[C@H]1CN(C)Cc1ccc(C(F)(F)F)cc1
  -9, -54, -2, 0.2
CCCNC(=O)N(C)C[C@H]1Oc2cc(-c3cncnc3)ccc2S(=O)(=O)N([C@H](C)CO)C[C@H]1C
  x, 27, 0, 0.1
C[C@@H]1CN([C@H](C)CO)C(=O)c2cccc(NC(=O)c3nc4ccccc4s3)c2O[C@H]1CN(C)Cc1ccc(Cl)c(Cl)c1
  94, -55, 2, -0.8
N#Cc1cccc(-c2ccc(C3[C@@H]4CN(C(=O)C5CCCC5)C[C@H]3N4)cc2)c1 (some centres not stated)
  x, -69&-16, 13&0, -1.6&-0.4
C[C@H]1CN([C@@H](C)CO)C(=O)c2cccc(NC(=O)Nc3ccc(F)cc3)c2O[C@H]1CN(C)Cc1ccc(-c2ccccc2)cc1
  u, -1, 36, -1.2
C[C@@H]1CCCCO[C@@H](CN(C)C(=O)Cc2ccccc2)[C@@H](C)CN([C@H](C)CO)C(=O)c2cc(NC(=O)Nc3cccc4ccccc34)ccc2O1
  54, 5, 4, -2.0
COc1ccc(S(=O)(=O)N(C)C[C@H]2Oc3ccc(NC(=O)Cc4ccccc4)cc3CC(=O)N([C@@H](C)CO)C[C@@H]2C)cc1
  x, -7, -5, -1.1
C[C@H]1CCCCO[C@@H](CN(C)C(=O)C2CCCCC2)[C@@H](C)CN([C@@H](C)CO)C(=O)c2cc(NC(=O)c3ccncc3)ccc2O1
  18, -81*, -3, -0.3
N#Cc1ccc(-c2ccc([C@@H]3[C@H]4CN(S(=O)(=O)c5ccccc5)CCCCN4[C@H]3CO)cc2)cc1
  101*, -12, -7, -1.3
COc1ccc(S(=O)(=O)Nc2ccc3c(c2)C(=O)N([C@@H](C)CO)C[C@@H](C)[C@@H](CN(C)CC2CCCCC2)O3)cc1
  -32, 1, 7, -0.1
COc1ccc(NC(=O)Nc2cccc3c2O[C@@H](CN(C)C)[C@@H](C)CN([C@H](C)CO)C3=O)cc1
  x, 16, -3, -0.3
O=C(C[C@H]1C[C@H]2c3cc(NS(=O)(=O)c4ccc(F)cc4)ccc3O[C@H]2[C@@H](CO)O1)N1CCc2ccccc2C1
  85, -51, 5, 0.1
CCCC(=O)Nc1ccc2c(c1)OC[C@H](C)N(C(=O)CC1CC1)C[C@@H](C)[C@@H](OC)CN(C)C2=O
  9, 1, x, 1.3
CCC(=O)Nc1ccc2c(c1)C(=O)N(C)C[C@H](OC)[C@H](C)CN(C(=O)c1cccnc1)[C@@H](C)CO2
  14, 23, -2, 0.3

Value order – Tcruzi prolif, Pf Dd2 inh, C diff growth, GASC1 inh
C[C@@H]1CN([C@H](C)CO)S(=O)(=O)c2ccc(Br)cc2O[C@H]1CN(C)C
  26, -7, -2, 8.2
COc1ccc(NC(=O)N(C)C[C@H]2Oc3c(NS(=O)(=O)c4ccc(OC)cc4)cccc3C(=O)N([C@@H](C)CO)C[C@@H]2C)cc1
  18, 32, -2, 0.2
C[C@@H]1CN([C@H](C)CO)S(=O)(=O)c2ccc(-c3cncnc3)cc2O[C@@H]1CN(C)Cc1ccccc1
  69, 10, 1, 2.9
CN1CCN(C(=O)C[C@H]2C[C@@H]3c4cc(NC(=O)c5cccnc5)ccc4O[C@@H]3[C@H](CO)O2)CC1
  -10, 16, 1, -3.2
O=C(N[C@@H]1CC[C@H](CCn2cc(-c3cccnc3)nn2)O[C@@H]1CO)c1ccccc1F
  29, -11, x, 5.2
COCCNC(=O)C[C@@H]1CC[C@@H]2[C@@H](COc3ccc(NC(C)=O)cc3C(=O)N2C)O1
  37, -7, 1, 3.1
C[C@@H]1CN([C@@H](C)CO)C(=O)Cc2cc(NC(=O)CCN3CCOCC3)ccc2O[C@H]1CN(C)C(=O)NC1CCCCC1
  -30, 12, -11, -0.1
C[C@@H]1CN([C@@H](C)CO)C(=O)c2cc(NC(=O)Nc3cccc4ccccc34)ccc2O[C@H]1CN(C)S(C)(=O)=O
  x, -2, -2, 0.3
OC[C@H]1Nc2ccc(-c3cccc(F)c3)cc2[C@@H]2[C@H]1CCN2Cc1ccncc1
  97*, -62, -4, 1.8
C/C=C/c1ccc2c(c1)O[C@H](CN(C)C(=O)c1ccncc1)[C@@H](C)CN([C@H](C)CO)S2(=O)=O
  61, 4, 2, 0.2
O=C(Cc1ccccc1)N1CC(=O)N2[C@H](CO)[C@@H](c3ccc(-c4ccccc4)cc3)[C@@H]2C1
  x, -31, 8, -1.1
COCC(=O)N1CC[C@@H]2[C@H]1c1cc(C#Cc3ccccc3)ccc1N[C@@H]2CO
  84, -19, 85, -0.1
C[C@H]1CN([C@@H](C)CO)C(=O)c2c(c3ccccc3n2C)-c2ccccc2CO[C@H]1CN(C)Cc1cccc(C(F)(F)F)c1
  x, -75, 12, -4.2
COc1ccccc1S(=O)(=O)N[C@H]1CC[C@@H](CCNC(=O)C2CCOCC2)O[C@H]1CO
  -35, 7, 7, 0.0
CO[C@H]1CN(C)C(=O)c2cc(NC(=O)Nc3ccc4c(c3)OCO4)ccc2OC[C@@H](C)NC[C@@H]1C
  x, -44, 8, 5.7

Value order – Tcruzi prolif, Pf Dd2 inh, C diff growth, GASC1 inh
CC(C)NC(=O)Nc1ccc2c(c1)CC(=O)N([C@@H](C)CO)C[C@H](C)[C@H](CN(C)C)O2
  14, 1, 2, 4.3
COc1ccc(C#Cc2ccc([C@H]3[C@H]4CN(C(=O)Nc5ccccc5F)CC(=O)N4[C@H]3CO)cc2)cc1
  x, -43, -3, -3.3
CN(C)C(=O)C[C@H]1CC[C@@H]2[C@@H](COc3ccc(NC(=O)C4CC4)cc3C(=O)N2C)O1
  40, -39, -6, -1.0
CCCNC(=O)C[C@@H]1CC[C@@H]2[C@@H](COc3ccc(NC(=O)Cc4ccccc4)cc3C(=O)N2C)O1
  -11, 17, -2, -0.1
CCNC(=O)C[C@H]1CC[C@@H]2[C@@H](COc3ccc(NC(=O)NC(C)C)cc3C(=O)N2C)O1
  20, 9, 9, 2.1
C[C@H]1CN([C@@H](C)CO)C(=O)c2cc(Br)cnc2O[C@H]1CN(C)C(=O)c1ccc2c(c1)OCO2
  0, -5, -4, 1.1
Cc1noc(C)c1NC(=O)N(C)C[C@@H]1OCCCC[C@H](C)Oc2ccc(NS(=O)(=O)c3ccccc3)cc2C(=O)N([C@@H](C)CO)C[C@@H]1C
  -3, -34, -11, -0.5
O=S(=O)(NCC[C@H]1CC[C@H](NS(=O)(=O)c2cccc(F)c2)[C@H](CO)O1)c1cccc(F)c1
  x, -15, -2, 0.5
C[C@H](CO)N1C[C@H](C)[C@H](CN(C)C)Oc2ccc(NC(=O)Nc3ccc(C(F)(F)F)cc3)cc2CC1=O
  x, 12, -5, -0.1
CCNC(=O)C[C@@H]1CC[C@@H]2[C@H](COc3ccc(NC(=O)c4cccc(C(F)(F)F)c4)cc3C(=O)N2C)O1
  -26, -9, -3, 0.7
CN1CCCCN2[C@@H](CO)[C@@H](c3ccc(C#Cc4ccccc4F)cc3)[C@@H]2C1
  93, -47, 10, 5.3
CCC(=O)Nc1ccc2c(c1)C(=O)N(C)C[C@H](OC)[C@@H](C)CN(Cc1ccccc1)[C@@H](C)CO2
  1, -10, x, 1.2
CN1C(=O)c2cc(NC(=O)c3ccccc3)ccc2OC[C@@H]2O[C@@H](CC(=O)NCC3CC3)CC[C@H]21
  -15, -2, 8, -2.7
C[C@H](NC(=O)C[C@H]1CC[C@H]2[C@@H](COC[C@H](O)CN2C(=O)Nc2ccccc2)O1)c1ccccc1
  -7, -16, x, 4.1
C[C@@H]1CN([C@H](C)CO)C(=O)c2cccc(NS(=O)(=O)c3ccc(F)cc3)c2O[C@@H]1CN(C)CC1CC1
  8, -3, 4, -0.2

Value order – Tcruzi prolif, Pf Dd2 inh, C diff growth, GASC1 inh
Cc1noc(C)c1NC(=O)Nc1cccc2c1O[C@H](CN(C)C(=O)Nc1ccc3c(c1)OCO3)[C@H](C)CN([C@@H](C)CO)C2=O
  -7, -35, -2, 0.5
CCS(=O)(=O)N[C@@H]1CC[C@@H](CC(=O)NCC2CC2)O[C@H]1CO
  -20, 3, x, x
CNC(=O)C[C@@H]1CC[C@H]2[C@@H](COc3ccc(NC(=O)Nc4cccc(Cl)c4)cc3C(=O)N2C)O1
  31, 7, -5, -2.1
COc1ccc(S(=O)(=O)N(C)C[C@H]2Oc3ccc(NS(=O)(=O)c4ccc(Cl)cc4)cc3CC(=O)N([C@H](C)CO)C[C@H]2C)cc1
  76, -15, -1, -2.5
CCC(=O)N1CCCCN2[C@H](CO)[C@@H](c3ccc(-c4cccc(C(=O)N(C)C)c4)cc3)[C@H]2C1
  55, -3, -7, 1.3
CN1[C@H](C(=O)NC2Cc3ccccc3C2)[C@@H](CO)[C@@H]2Cn3c(ccc(-c4cncnc4)c3=O)[C@@H]21
  60, x, 0, 5.1
CC=Cc1ccc2n(c1=O)C[C@@H]1[C@@H](CO)[C@H](C(=O)NCCc3ccccc3)N(C(C)=O)[C@H]21 (mixture of isomers)
  29, x, -2, -1.8
CC(C)CC#Cc1ccc([C@H]2[C@H](CO)N3CCCCN(S(=O)(=O)c4ccc(F)cc4)C[C@@H]23)cc1
  77, -58, 1, -0.5

Some entries already given, limited to Tcruzi prolif and C diff growth:
molecule	Tcruzi prolif	C diff growth
COc1ccc(S(=O)(=O)N(C)C[C@H]2Oc3ccc(NS(=O)(=O)c4ccc(Cl)cc4)cc3CC(=O)N([C@H](C)CO)C[C@H]2C)cc1	76	-1
CCC(=O)N1CCCCN2[C@H](CO)[C@@H](c3ccc(-c4cccc(C(=O)N(C)C)c4)cc3)[C@H]2C1	55	-7
CN1[C@H](C(=O)NC2Cc3ccccc3C2)[C@@H](CO)[C@@H]2Cn3c(ccc(-c4cncnc4)c3=O)[C@@H]21	60	0

Screens (PubChem BioAssay)
